BoNT-A LC inh2: blocks Botulinum neurotoxin A light chain protease; 360,000 compounds, 0.17% hits; multiplex microsphere protease substrate cleavage, flow cytometry; AID 588499; inhibition, % at 10 µM; further: plate controls were buffer without enzyme for full effect and enzyme alone for no effect
3CLpro inhibitor: SARS-CoV 3CLpro protease inhibition; recombinant SARS-CoV 3CLpro, quenched FRET peptide cleavage; 290,000 compounds, 0.14% hits; inhibition, % at 6 µM; P0C6X7; in the data active means inhibition above about 12%
PfHsp40 rescue: rescue of PfHsp40-mediated yeast toxicity | 340,000 compounds, 0.68% hits | S. cerevisiae expressing PfHsp40, growth rescue, ATP luminescence | growth rescue, % at 12.5 µM; in the data active means growth rescue above about 28%, passing the limit was not always enough; inconclusive means no clear call, values can overlap the other calls;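 further: yeast W303a lacking pdr1 and pdr3 grown in galactose medium; growth measured after three days at 30 °C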
Anthrax LF inh2: blocks Bacillus anthracis lethal factor protease. AID 588501. 360,000 compounds, 0.12% hits. multiplex microsphere protease cleavage assay, LF. inhibition, % at 10 µM; further: plate controls were buffer without enzyme for full effect and enzyme alone for no effect
Target sequence (P15917 whole entry, looked up): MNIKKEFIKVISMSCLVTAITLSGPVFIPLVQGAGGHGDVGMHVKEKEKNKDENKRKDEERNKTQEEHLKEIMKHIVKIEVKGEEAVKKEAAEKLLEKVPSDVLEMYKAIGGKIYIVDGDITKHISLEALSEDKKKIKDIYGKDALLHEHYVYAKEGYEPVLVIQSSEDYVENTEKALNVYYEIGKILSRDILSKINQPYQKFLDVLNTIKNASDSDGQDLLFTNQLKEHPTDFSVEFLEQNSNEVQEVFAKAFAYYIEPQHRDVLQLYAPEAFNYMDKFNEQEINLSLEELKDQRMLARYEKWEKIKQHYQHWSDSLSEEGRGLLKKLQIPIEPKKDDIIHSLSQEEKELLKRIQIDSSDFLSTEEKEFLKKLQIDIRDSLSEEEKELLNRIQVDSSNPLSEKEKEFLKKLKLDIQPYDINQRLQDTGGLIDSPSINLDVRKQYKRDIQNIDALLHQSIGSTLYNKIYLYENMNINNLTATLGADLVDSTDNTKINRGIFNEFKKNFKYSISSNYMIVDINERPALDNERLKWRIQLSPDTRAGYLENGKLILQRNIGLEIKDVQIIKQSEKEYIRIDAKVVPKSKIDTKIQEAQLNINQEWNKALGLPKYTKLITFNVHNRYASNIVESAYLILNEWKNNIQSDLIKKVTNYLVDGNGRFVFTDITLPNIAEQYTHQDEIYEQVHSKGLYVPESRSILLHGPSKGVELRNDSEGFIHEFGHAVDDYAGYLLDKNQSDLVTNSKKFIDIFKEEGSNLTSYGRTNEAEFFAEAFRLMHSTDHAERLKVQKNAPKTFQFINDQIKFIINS
BH1578 lux ind: inducers of Vibrio cholerae quorum light production without autoinducers. V. cholerae BH1578 lux reporter, luminescence, 6 h. activation, % at 18.7 µM. 350,000 compounds, 0.16% hits. AID 588436; in the data active means activation mostly above about 9.7%, no sharp cut-off; inconclusive means no clear call, values can overlap the other calls; inactive means mostly below about 3.7%; further: not every result past the cut was called active; inactives centre near 0; reference of the scale not given here
VHR inh abs: inhibitors of human VHR1 phosphatase (DUSP3); inhibition, % at 13.3 µM; P51452; 290,000 compounds, 0.52% hits; recombinant VHR phosphatase, pNPP absorbance; in the data active means inhibition above about 50%; further: some compounds called inactive have numbers as strong as hits
Target sequence (P51452 whole entry, looked up): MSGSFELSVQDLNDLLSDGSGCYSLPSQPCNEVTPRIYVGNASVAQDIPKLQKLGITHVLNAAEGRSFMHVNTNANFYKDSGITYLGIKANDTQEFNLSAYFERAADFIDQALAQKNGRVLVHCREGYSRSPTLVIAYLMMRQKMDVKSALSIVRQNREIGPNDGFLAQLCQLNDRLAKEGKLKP
PriA SSB inh: inhibitors of Klebsiella pneumoniae PriA binding to SSB C-terminal tail. AlphaScreen SSBct-PriA binding, biotinylated peptide. inhibition, % at 33 µM. 430,000 compounds, 0.6% hits. AID 1272365; in the data active means inhibition mostly above about 37%, no sharp cut-off; inactive means mostly below about 20%;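 further: plate controls were negative control peptide for no effect and reference peptide for full effect; strong numbers were not always called active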
CCHFV vOTU inh: blocks the CCHF virus ovarian tumor domain protease; 370,000 compounds, 0.55% hits; CCHFV vOTU protease, Pep-AMC fluorescence; inhibition, % at 11.5 µM; in the data active means inhibition above about 30%; further: 0% = vehicle wells with enzyme and 100% = no enzyme wells
TcdB GH inh: blocks C. difficile toxin B glycohydrolase activity. 350,000 compounds, 0.24% hits. inhibition, % at 9.99 µM. P18177. TcdB glycohydrolase enzymatic assay, plate reader. AID 652162; in the data active means inhibition above about 10%
Y pestis TopoI: Y. pestis Topo-I inhibition via cleavage products; Y. pestis Topo-I cleavage product accumulation, plate reader; activity, % at 10 µM; 360,000 compounds, 0.064% hits; in the data active means activity above about 50%, passing the limit was not always enough; inconclusive means no clear call, values can overlap the other calls; further: inactives centre near 2
An asterisk follows results filed as active; i = inactive; ? = inconclusive; · = no result given. Unless noted, no stated cut-off is given here; in the data, active means inhibition above about 30%; inconclusive means no clear call, values can overlap the other calls; inactive means below that. Only part of the results is shown; the hit share may differ from the screen's.

SMILES	BoNT-A LC inh2	3CLpro inhibitor	PfHsp40 rescue	Anthrax LF inh2	BH1578 lux ind	VHR inh abs	PriA SSB inh	CCHFV vOTU inh	TcdB GH inh	Y pestis TopoI
Cc1cccc(N2CC(c3nc4ccccc4[nH]3)CC2=O)c1 (stereo not given)	-0.2	4	-0.4	-1	i	29	-11	5	0.9	2
COc1ccccc1CNC(=O)CSc1n[nH]c(N)n1	-0.9	2	1.4	1	-1.5	36	-3	15	0.6	1
COc1cccc(-c2cc(C(=O)NCC3CCCO3)c3cc(Br)cc(C)c3n2)c1 (stereo not given)	0.6	5	-1.0	2	i	10	-25	-2	0.3	9
O=c1c2c([nH]c3ccc(Br)cc13)CCCC2	0.2	·	-0.1	-9	-0.2	25	-19	18	·	0
Cc1[nH]n(-c2ccccc2)c(=O)c1C(=O)c1cccc(F)c1	-0.5	1	-1.0	2	i	-5	9	-10	0.6	-5
Cc1ccc(C2(C)NC(=O)N(CC(=O)NNC(=O)c3ccoc3C)C2=O)cc1 (stereo not given)	-0.6	·	0.8	1	-0.5	·	12	8	1.2	6
O/N=C/Cc1[nH]c2ccccc2c1-c1ccccc1	-2.8	5	1.5	-3	-0.6	6	·	-1	1.4	-3
CNc1ccc(N=Nc2cccc3ncccc23)cc1	0.4	·	5.2	1	i	·	18	2	1.3	0
CC(C)Cc1cc(C(=O)NCCCN2CCOCC2)no1	-0.6	-2	-0.3	-1	-0.3	3	-22	-2	-0.1	-8
COc1ccccc1N1CCN(CC(=O)c2c(C)[nH]c3cc(C)ccc23)CC1	0.4	3	-0.2	1	-1.2	-4	10	2	·	1
CC(=O)c1ccc2c(c1)C1C=CCC1C(c1cc3c(cc1Br)OCO3)N2 (stereo not given)	0.9	·	-0.9	-3	i	·	13	2	1.6	4
CC(C)CCSc1nnc(N)s1	-4.0	-3	0.1	-2	-0.4	9	-7	-15	0.4	-2
CCOC(=O)c1cc(-c2ccccc2)sc1NC(=O)c1cc(OC)c(OC)c(OC)c1	2.2	-2	-0.8	0	-0.2	2	-5	-1	·	5
OCCCN1CCN(CCCOc2ccccc2-c2ccccc2)CC1	0.0	-8	-1.0	0	-0.2	-7	-3	-12	·	-2
O=C(NNC(=O)c1cc(F)c(F)cc1Cl)c1ccc(NS(=O)(=O)c2cccs2)cc1	-3.0	·	1.1	-1	-0.3	·	-7	1	0.4	-5
CC(=O)COc1ccc2c(-c3ccccc3)cc(=O)oc2c1C	1.7	-2	2.6	-1	-0.3	-12	-7	-2	0.6	3
OC(COC(c1ccc(Cl)cc1)c1ccc(Cl)cc1)CN1CCc2ccccc2C1 (stereo not given)	-0.2	-1	2.0	-2	i	-5	-23	17	0.1	31
CCN(c1ccccc1)S(=O)(=O)c1ccc(Cl)c(NC(=O)COC(=O)c2ccc(Cl)c(N)c2)c1	-0.2	1	-0.4	-1	3.7	-7	-8	23	·	5
CCN(CC)S(=O)(=O)c1cccc(C(=O)NNC(=O)C2=NN(c3ccccc3)C(=O)CC2)c1	3.7	4	0.4	1	i	7	-6	9	1.0	-5
CCCCNC(=O)Nc1nnc(-c2ccc(OCC)cc2)o1	0.1	3	2.9	0	2.1	-17	-1	-9	·	-3
COCCN(C(=S)Nc1cccc(C)c1)C(C)c1cccnc1 (stereo not given)	-0.4	1	0.0	0	i	12	-1	-8	1.4	0
COc1cc(C(=O)NCc2nnc(SCC(=O)NC3CCCCC3)o2)cc(OC)c1OC	0.4	-3	0.6	0	-0.1	-3	6	4	0.4	-2
Cc1ccc(Cl)c(OCC(=O)Nc2cccnc2)c1	14	-8	-0.2	2	-1.0	6	-6	-3	1.2	12
Cc1ccc(C)c(OCc2cc(C(=O)N3CCN(C4CCCCC4)CC3)no2)c1	-1.2	·	·	-11	-10	·	·	-8	-0.5	32
Cc1ccc(CNC(=O)CN2C(C)CCCC2C)cc1 (stereo not given)	-0.5	-2	-0.4	2	-0.1	2	-4	1	2.5	7
S=C(Nc1ccc(Cl)cc1)Nc1ccc2cn[nH]c2c1	0.0	6	-0.8	-6	i	1	3	4	1.5	0
CN(/N=C/c1cc(Br)cc(Br)c1O)c1ccccc1	-1.9	-5	-0.8	5	-0.4	-13	·	-4	0.8	-6
CCc1ccc(/C=C2\SC(=S)N(CCC(=O)N3CCN(C)CC3)C2=O)cc1	-1.1	-1	0.6	-3	i	28	-6	5	1.2	-5
COc1ccc(NC2CS(=O)(=O)CC2OC(=O)c2ccc(F)cc2)cc1 (stereo not given)	-0.7	3	1.3	2	-0.3	13	-9	-7	·	2
Cc1cc(C)n(-c2cc(N3CCN(C(=O)c4cccc(F)c4)CC3)ccc2[N+](=O)[O-])n1	0.2	-10	0.7	-3	-6.0	3	6	9	·	12
O=C(Cc1ccccn1)Nc1ccccc1	1.3	-2	1.0	2	-11	10	-14	-3	·	-11
O=C(CN1C(=O)c2cccc3cccc1c23)NCc1ccc2c(c1)OCO2	?	1	-1.4	-1	i	-18	-12	-3	·	-5
CCN(CC)C(=O)c1ccc(S(=O)(=O)Cc2ccc(C)cc2)c([N+](=O)[O-])c1	-3.3	2	0.0	-10	-0.6	-2	-2	-5	1.0	3
COc1ccc(NC(=S)Nc2ccccn2)c(OC)c1	0.7	2	-0.1	1	i	-22	-10	7	·	-3
CCCCOc1ccc(-n2nc(C)cc2C)nn1	-0.4	3	-0.9	-12	i	14	-31	1	·	4
O=c1[nH]nc(-c2ccc(NCCO)c([N+](=O)[O-])c2)c2ccccc12	-2.6	-1	1.0	-3	0.5	-5	-7	-3	0.1	0
CCOC(=O)c1nn(-c2ccccc2)c(=O)c2c(NC(C)=O)scc12	0.0	0	-0.5	-8	-0.4	6	-17	-3	0.9	-15
Cc1cc(=O)[nH]c(N/N=C/c2c(C)nn(-c3ccccc3)c2C)n1	-0.5	1	-0.3	3	-0.4	30	·	3	-1.3	11
Cc1ccccc1-n1c(C)cc(/C=C(\C#N)C(=O)NCC2CCCO2)c1C (stereo not given)	-0.7	-1	30*	-1	-0.6	-6	-15	1	·	5
Oc1ccc(/C=N/Nc2ccccc2)cc1	-1.0	3	3.0	-4	-0.6	20	·	2	-0.5	-6
COc1ccc(OC)c(NC(=O)CN(C)CC(=O)Nc2ccccc2Cl)c1	0.6	-1	-0.2	8	i	-16	-3	24	1.0	7
CCCc1cc(=O)oc2cc(OCC(=O)NC(Cc3ccc(Cl)cc3)C(=O)O)ccc12 (stereo not given)	-0.2	-1	2.6	6	-0.5	5	-17	-1	2.8	9
COc1ccc([N+](=O)[O-])cc1NS(=O)(=O)c1cccc(C(=O)NCCCN2CCCC2=O)c1	0.3	·	-0.4	-4	0.9	·	0	5	-0.6	-8
Cc1cc(CN(C)C(=O)C2CCC(=O)N(CCc3ccccc3)C2)n[nH]1 (stereo not given)	-2.1	-4	-2.8	-3	i	16	-2	2	-1.8	1
CCOC(=O)Cc1nnc(NC(=O)c2ccccc2OC)s1	-0.4	8	-0.4	3	i	-3	-10	5	·	7
O=C(Nc1cccc(C(=O)Nc2ccccc2F)c1)c1ccccc1	3.2	-4	0.5	0	i	0	2	0	0.4	1
CC1=C(C(=O)N(C)C)CC(CC(=O)NCCc2ccccn2)C(=O)N1Cc1ccc(F)cc1 (stereo not given)	-0.2	·	·	-4	i	·	·	7	1.0	2
Cc1nc2scc(-c3ccccc3)c2c(=O)o1	0.6	-1	-0.3	10	-0.5	30	-6	-11	·	7
O=C1NC[C@H](Cc2ccccc2)N(CC2CCN(CCc3ccc(-c4ccccc4)cc3)CC2)C1=O	-0.3	·	12	-5	i	·	10	11	-0.9	22
Cc1scc(-c2n[nH]c(=S)n2Cc2ccccc2)c1C	-0.8	-1	-0.3	2	-0.3	-11	1	2	·	10
CN1CCN(S(=O)(=O)c2ccc3c(c2)oc(=O)n3C)CC1	2.4	1	0.3	1	-0.2	10	-15	-3	-2.0	0
Cc1cc(C)cc(Cn2cc(CN3CC(N4CCN(CCN(C)C)CC4)CS3(=O)=O)nn2)c1 (stereo not given)	0.5	·	·	5	·	·	·	-5	0.6	·
COc1ccc(C(=O)N/C(=C/c2cccnc2)C(=O)N2CCCCCC2)cc1OC	0.2	7	0.7	-2	-1.0	-15	-12	14	1.0	-1
CCOC(=O)C1C(=O)OC(C)(C)C1C(CC)C(=O)c1ccccc1 (stereo not given)	-0.2	0	0.5	-2	-0.3	-19	-5	2	0.9	4
CCn1nc(C(=O)NNC(=O)C2CSC3(C)CCC(=O)N23)c2ccccc2c1=O (stereo not given)	·	·	1.6	·	i	·	-7	-3	0.2	5
COc1cccc(OC)c1NC(=O)C1CCCN1C(=O)Nc1ccccc1Cl (stereo not given)	-5.8	2	0.5	-3	-0.3	39	-10	-7	2.0	5
NS(=O)(=O)c1ccc(CCNC(=O)CCCCCNc2nc(=S)[nH]c3ccccc23)cc1	·	3	·	·	·	13	·	-2	1.6	·
CC1(C)Cc2nc(NC3CCCCC3)c(C#N)cc2CO1	0.4	4	-1.9	4	-0.3	-8	3	-24	1.1	3
CCOC(=O)C1=C(C)NC(=S)N(C(C)=O)C1c1ccc(OC)c(OC)c1 (stereo not given)	·	0	-1.1	·	i	21	2	9	1.2	1
CCCCn1c(N)c(N(CC(C)C)C(=O)c2ccc(-c3ccc(Cl)cc3)o2)c(=O)[nH]c1=O	-0.2	·	-1.3	-7	i	·	-8	16	-0.5	4

Of the compounds above, 3 contain an aryl thioether with sulfur outside any ring:
SMILES	BoNT-A LC inh2	3CLpro inhibitor	PfHsp40 rescue	Anthrax LF inh2	BH1578 lux ind	VHR inh abs	PriA SSB inh	CCHFV vOTU inh	TcdB GH inh	Y pestis TopoI
COc1ccccc1CNC(=O)CSc1n[nH]c(N)n1	-0.9	2	1.4	1	-1.5	36	-3	15	0.6	1
CC(C)CCSc1nnc(N)s1	-4.0	-3	0.1	-2	-0.4	9	-7	-15	0.4	-2
COc1cc(C(=O)NCc2nnc(SCC(=O)NC3CCCCC3)o2)cc(OC)c1OC	0.4	-3	0.6	0	-0.1	-3	6	4	0.4	-2

(cont.)
SMILES	BoNT-A LC inh2	3CLpro inhibitor	PfHsp40 rescue	Anthrax LF inh2	BH1578 lux ind	VHR inh abs	PriA SSB inh	CCHFV vOTU inh	TcdB GH inh	Y pestis TopoI
COc1ccc(/C=C(\NC(=O)c2ccccc2)C(=O)N2CCN(C)CC2)cc1OC	-1.0	1	2.4	4	i	26	-4	17	-0.3	4
Cn1nc(C(=O)NNC(=O)c2cccc(Cl)c2)c2ccccc2c1=O	-0.3	·	0.4	-9	-0.8	·	-4	-10	1.0	-3
COc1ccc(F)cc1-c1cc(C(=O)NCc2ccc(F)cc2)[nH]n1	-0.2	·	·	-5	-1.3	·	·	10	1.2	-2
Cc1noc(C)c1C(=O)Nc1ccc2c(c1)CCC2	-0.8	1	0.1	-4	-0.4	-7	1	-2	·	1
CCOc1ccc(NC(=O)C2CCN(S(=O)(=O)c3ccc4c(c3)C(C)(C)C(=O)N4C)CC2)cc1	-1.1	2	-0.8	-3	-0.1	-2	-7	0	-0.3	-3
CCNC(=O)C1(C)CCCN1Cc1c(F)cccc1F (stereo not given)	-0.6	·	·	-6	i	·	·	-1	-0.3	6
COc1ccccc1CNc1ccccc1F	0.4	-2	-0.1	-7	-0.6	30	-37	7	-0.3	3
COCC(=O)NCCc1nc2ccccc2[nH]1	-0.9	1	-0.4	-2	0.3	-12	-10	-1	1.7	-12
CC1(C)O[C@@H]2C[C@H]3[C@@H]4CCC5=CC(=O)CC[C@]5(C)[C@@]4(F)[C@@H](O)C[C@]3(C)[C@]2(C(=O)CCl)O1	-0.8	·	?	-11	i	·	-2	4	2.1	0
